PrPC surface inh: cell surface PrPC inhibition, primary TR-FRET screen. inhibition, % at 13.8 µM. 370,000 compounds, 0.43% hits. TR-FRET read-out; in the data active means inhibition above about 24%; further: 0% = median of the test wells and 100% = reference compound wells
TcdB GH inh: TcdB glycohydrolase inhibition; P18177; 350,000 compounds, 0.24% hits; TcdB glycohydrolase enzymatic assay, plate reader; inhibition, % at 9.99 µM; AID 652162; in the data active means inhibition above about 10%
PfHsp40 yeast: restores yeast growth despite PfHsp40 toxicity; AID 504582; S. cerevisiae expressing PfHsp40, growth rescue, ATP luminescence; growth rescue, % at 12.5 µM; 340,000 compounds, 0.68% hits; in the data active means growth rescue above about 28%, passing the limit was not always enough;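 further: yeast W303a lacking pdr1 and pdr3 grown in galactose medium; growth measured after three days at 30 °C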
CCHFV vOTU inh: blocks the CCHF virus ovarian tumor domain protease; CCHFV vOTU protease, Pep-AMC fluorescence; inhibition, % at 11.5 µM; 370,000 compounds, 0.55% hits; AID 651958; in the data active means inhibition above about 30%; further: 0% = vehicle wells with enzyme and 100% = no enzyme wells
BoNT-F LC inh: BoNT F light chain protease inhibition; Multiplex microsphere protease cleavage assay, flow cytometry; inhibition, % at 10 µM; 360,000 compounds, 0.22% hits; in the data active means inhibition above about 35%, passing the limit was not always enough; further: plate controls were buffer without enzyme for full effect and enzyme alone for no effect
Anthrax LF prot: inhibitors of Bacillus anthracis lethal factor protease. P15917. multiplex microsphere protease cleavage assay, LF. inhibition, % at 10 µM. 360,000 compounds, 0.12% hits. AID 588501; further: plate controls were buffer without enzyme for full effect and enzyme alone for no effect
Target sequence (P15917 whole entry, looked up): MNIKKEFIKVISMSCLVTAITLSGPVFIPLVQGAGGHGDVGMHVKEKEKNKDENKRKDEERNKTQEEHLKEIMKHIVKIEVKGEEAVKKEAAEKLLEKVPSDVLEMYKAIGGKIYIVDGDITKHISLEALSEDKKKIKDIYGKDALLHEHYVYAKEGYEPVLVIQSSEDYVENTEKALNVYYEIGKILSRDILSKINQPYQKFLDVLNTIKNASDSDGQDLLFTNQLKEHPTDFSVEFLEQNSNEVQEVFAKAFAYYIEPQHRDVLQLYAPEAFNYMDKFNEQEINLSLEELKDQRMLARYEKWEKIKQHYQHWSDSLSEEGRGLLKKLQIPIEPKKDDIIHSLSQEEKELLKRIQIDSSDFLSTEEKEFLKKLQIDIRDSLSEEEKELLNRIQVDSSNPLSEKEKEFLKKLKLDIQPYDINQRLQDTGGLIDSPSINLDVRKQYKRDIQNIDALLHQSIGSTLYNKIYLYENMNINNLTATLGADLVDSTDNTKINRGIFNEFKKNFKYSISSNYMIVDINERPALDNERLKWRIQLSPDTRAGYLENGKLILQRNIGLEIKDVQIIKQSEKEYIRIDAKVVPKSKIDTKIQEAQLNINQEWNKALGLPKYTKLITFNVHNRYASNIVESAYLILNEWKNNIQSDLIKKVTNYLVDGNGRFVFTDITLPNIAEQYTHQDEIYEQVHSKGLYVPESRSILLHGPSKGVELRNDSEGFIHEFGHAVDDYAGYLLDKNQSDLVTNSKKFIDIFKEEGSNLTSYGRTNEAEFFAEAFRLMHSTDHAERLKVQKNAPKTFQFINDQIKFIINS
FadD28 binding: blocks FadD28 binding to the bisubstrate probe; fluorescence polarization; inhibition, % at 12.5 µM; 360,000 compounds, 0.22% hits; AID 588549; in the data active means inhibition above about 8.5%, passing the limit was not always enough
Y pestis TopoI: inhibitors of Yersinia pestis topoisomerase I | 360,000 compounds, 0.064% hits | activity, % at 10 µM | Y. pestis Topo-I cleavage product accumulation, plate reader | AID 504884; in the data active means activity above about 50%, passing the limit was not always enough; further: inactives centre near 2
BoNT-A LC inh2: BoNT A light chain protease inhibition. multiplex microsphere protease substrate cleavage, flow cytometry. inhibition, % at 10 µM. 360,000 compounds, 0.17% hits; further: plate controls were buffer without enzyme for full effect and enzyme alone for no effect
* hit, by the source's call; & = joins results of further samples. Unless noted, no stated cut-off is given here; in the data, active means inhibition above about 30%; inconclusive means no clear call, values can overlap the other calls; inactive means below that.

Results for COC(=O)c1cc(Cl)c(N)cc1OC ?
PrPC surface inh: -4; PfHsp40 yeast: -0.7; CCHFV vOTU inh: -7; BoNT-F LC inh: 0; Anthrax LF prot: -1; FadD28 binding: -1.4; Y pestis TopoI: 3; BoNT-A LC inh2: 0.7

How did CC(C)c1nc2cc(C(=O)N(C)C3CCOCC3)ccc2o1 do in these assays?
PrPC surface inh: 5; TcdB GH inh: 0.8; PfHsp40 yeast: 1.0; CCHFV vOTU inh: 2; BoNT-F LC inh: 9; Anthrax LF prot: -5; FadD28 binding: -0.1; Y pestis TopoI: 3; BoNT-A LC inh2: 3.7

What do the screens show for `CC1CCCCC1NC(=O)CN1C(=O)CSc2cc(S(=O)(=O)N3CCCCCC3)ccc21` (stereo not given)?
PrPC surface inh: 13; TcdB GH inh: 0.9; PfHsp40 yeast: 0.3; CCHFV vOTU inh: 19; BoNT-F LC inh: -6; Anthrax LF prot: 1; FadD28 binding: -2.9; Y pestis TopoI: 22; BoNT-A LC inh2: -0.5

Results for O=C(CCc1nc(-c2ccccc2Cl)no1)NCCc1ccccc1 ?
PrPC surface inh: 7; TcdB GH inh: 1.1; PfHsp40 yeast: 1.4; CCHFV vOTU inh: 2; BoNT-F LC inh: -8; Anthrax LF prot: -2; FadD28 binding: -2.0; Y pestis TopoI: 2; BoNT-A LC inh2: -1.8

What do the screens show for `C[C@@H]1CN([C@@H](C)CO)C(=O)CCCn2nncc2CO[C@@H]1CN(C)C(=O)c1ccccc1`?
PrPC surface inh: 5; TcdB GH inh: 0.3&-0.3&0.4; CCHFV vOTU inh: 5; BoNT-F LC inh: 1; Anthrax LF prot: -6; FadD28 binding: -1.4; Y pestis TopoI: -9; BoNT-A LC inh2: 0.0

Results for Cc1sc2cc(-c3cccc([N+](=O)[O-])c3)c(-c3cccc([N+](=O)[O-])c3)c[n+]2c1C ?
PrPC surface inh: -22; PfHsp40 yeast: -0.3; CCHFV vOTU inh: -4; BoNT-F LC inh: -5; Anthrax LF prot: 0; FadD28 binding: -3.7; Y pestis TopoI: -4; BoNT-A LC inh2: -0.3

What do the screens show for `Cc1cc(C)n(-c2nc3c(c(=O)[nH]c(=O)n3C)n2CC(O)COc2ccccc2)n1` (stereo not given)?
PrPC surface inh: 4; PfHsp40 yeast: -0.3; CCHFV vOTU inh: 10; BoNT-F LC inh: -3; Anthrax LF prot: -1; FadD28 binding: -4.6; Y pestis TopoI: 1; BoNT-A LC inh2: 0.1

How did Cc1ccc(S(=O)(=O)N(C)C)cc1NC(=S)NC(C)CCCC(C)C (stereo not given) do in these assays?
PrPC surface inh: -1; PfHsp40 yeast: 3.1; CCHFV vOTU inh: -5; BoNT-F LC inh: -5; Anthrax LF prot: 0; FadD28 binding: -2.9; Y pestis TopoI: 9; BoNT-A LC inh2: -0.4

Results for CCOC(=O)c1ccccc1NC(=O)c1cccc2c1C(=O)N(C1CCN(C(=O)OCC)CC1)C2 ?
PrPC surface inh: -6; TcdB GH inh: 4.8; PfHsp40 yeast: -1.8; CCHFV vOTU inh: 0; BoNT-F LC inh: 0; Anthrax LF prot: -5; FadD28 binding: -2.5; Y pestis TopoI: 3; BoNT-A LC inh2: 0.3

Results for C=C1CCC(OC(C)=O)C2(C)CCC3C(C)C(=O)OC3C12O (stereo not given) ?
PrPC surface inh: 0; TcdB GH inh: 0.7; PfHsp40 yeast: 0.5; CCHFV vOTU inh: -6; BoNT-F LC inh: -1; Anthrax LF prot: 10; FadD28 binding: -0.1; Y pestis TopoI: 6; BoNT-A LC inh2: -0.2

What do the screens show for `CSc1nc2[nH]c3c(c2c2nnnn12)CCCC3`?
PrPC surface inh: 10; PfHsp40 yeast: 1.4; CCHFV vOTU inh: -9; BoNT-F LC inh: -9; Anthrax LF prot: 0; FadD28 binding: 0.5; Y pestis TopoI: 2; BoNT-A LC inh2: 0.1

What do the screens show for `O=C(NNS(=O)(=O)c1ccccc1)C1CCCCC1`?
PrPC surface inh: -2; TcdB GH inh: 0.7; PfHsp40 yeast: -1.0; CCHFV vOTU inh: -16; BoNT-F LC inh: -12; Anthrax LF prot: -3; FadD28 binding: 0.1; Y pestis TopoI: 8; BoNT-A LC inh2: -5.5

What do the screens show for `COCC(CN1CCN(C2=NS(=O)(=O)c3ccccc32)CC1)OC(=O)c1ccccc1` (stereo not given)?
PrPC surface inh: 0; TcdB GH inh: 0.6; PfHsp40 yeast: -0.5; CCHFV vOTU inh: 6; BoNT-F LC inh: 4; Anthrax LF prot: -5; FadD28 binding: 0.5; Y pestis TopoI: 2; BoNT-A LC inh2: 3.8

How did O=C(c1cc(-c2ccccc2)nn1-c1ccccc1)N1CCN(S(=O)(=O)c2c(F)cccc2F)CC1 do in these assays?
PrPC surface inh: -4; TcdB GH inh: 1.3; PfHsp40 yeast: -1.1; CCHFV vOTU inh: 1; BoNT-F LC inh: -10; Anthrax LF prot: -7; FadD28 binding: -0.6; Y pestis TopoI: 24; BoNT-A LC inh2: -2.8

What do the screens show for `COc1ccc(C(CNC(=O)c2ccc(Cl)s2)N2CCOCC2)cc1` (stereo not given)?
PrPC surface inh: -7; TcdB GH inh: 2.4; PfHsp40 yeast: -1.3; CCHFV vOTU inh: 8; BoNT-F LC inh: -4; Anthrax LF prot: 2; FadD28 binding: -3.3; Y pestis TopoI: 2; BoNT-A LC inh2: -4.3

Results for CSc1nnc(CNC(=O)C23CC4CC(CC(C4)C2)C3)n1Cc1ccccc1 ?
PrPC surface inh: 5; TcdB GH inh: 0.0; PfHsp40 yeast: -0.2; CCHFV vOTU inh: -1; BoNT-F LC inh: 4; Anthrax LF prot: 3; FadD28 binding: -3.7; Y pestis TopoI: 27; BoNT-A LC inh2: 0.1

Results for Cc1ccc(NC(=O)c2ccc3c(=O)n4c(nc3c2)CCC4)cc1S(=O)(=O)N(C)C ?
PrPC surface inh: 1; TcdB GH inh: -0.1; PfHsp40 yeast: -0.5; CCHFV vOTU inh: 1; BoNT-F LC inh: 3; Anthrax LF prot: -2; FadD28 binding: -13; Y pestis TopoI: 17; BoNT-A LC inh2: -1.9

What do the screens show for `Nc1nc(C2CC2)c(Sc2sc(N)nc2C2CC2)s1`?
PrPC surface inh: 0; PfHsp40 yeast: -1.6; CCHFV vOTU inh: 3; BoNT-F LC inh: 2; Anthrax LF prot: -4; FadD28 binding: 3.8; Y pestis TopoI: 2; BoNT-A LC inh2: -1.1

What do the screens show for `O=C(CN1CCN(CC(=O)Nc2ccc(-c3ccccc3)cc2)CC1)Nc1ccc(F)cc1`?
PrPC surface inh: -9; TcdB GH inh: 0.8; PfHsp40 yeast: -0.5; CCHFV vOTU inh: -17; BoNT-F LC inh: -18; Anthrax LF prot: -8; FadD28 binding: -3.6; Y pestis TopoI: 7; BoNT-A LC inh2: -6.5

How did COc1ccccc1OCCNC(=O)C(CCSC)NC(=O)COc1ccccc1 (stereo not given) do in these assays?
PrPC surface inh: 4; TcdB GH inh: -0.4; PfHsp40 yeast: 2.1; CCHFV vOTU inh: 9; BoNT-F LC inh: 4; Anthrax LF prot: 1; FadD28 binding: -1.9; Y pestis TopoI: 12; BoNT-A LC inh2: 0.4

Results for COc1ccccc1C(=O)NC(=O)COC(=O)/C(=C/c1ccccc1)NC(C)=O ?
PrPC surface inh: 4; TcdB GH inh: -4.4; PfHsp40 yeast: 9.7; CCHFV vOTU inh: 2; BoNT-F LC inh: 1; Anthrax LF prot: 3; FadD28 binding: -3.6; Y pestis TopoI: 0; BoNT-A LC inh2: 2.2

How did COc1cccc(C(=O)Nc2cccc(-c3ccc(N4CCOCC4)nn3)c2)c1 do in these assays?
PrPC surface inh: 7; TcdB GH inh: 2.2; PfHsp40 yeast: 1.0; CCHFV vOTU inh: -5; BoNT-F LC inh: -13; Anthrax LF prot: 1; FadD28 binding: -4.2; Y pestis TopoI: 6; BoNT-A LC inh2: -1.0

What do the screens show for `O=C(CN(c1ccc(F)cc1)S(=O)(=O)c1ccc2c(c1)OCCO2)Nc1ccc2c(c1)OCO2`?
PrPC surface inh: 3; PfHsp40 yeast: 4.3; CCHFV vOTU inh: 11; BoNT-F LC inh: -5; Anthrax LF prot: -4; FadD28 binding: -1.0; Y pestis TopoI: 9; BoNT-A LC inh2: -1.2

What do the screens show for `O=C(CN1CCN(CCC(=O)Nc2ccccc2F)CC1)Nc1ccc(Cl)cc1`?
PrPC surface inh: -8; PfHsp40 yeast: -1.1; CCHFV vOTU inh: -3; BoNT-F LC inh: -23; Anthrax LF prot: -4; FadD28 binding: -3.2; Y pestis TopoI: 8; BoNT-A LC inh2: -0.8

Results for C/C(CC(=O)NCc1ccco1)=N\NC(=O)c1ccc([N+](=O)[O-])cc1Cl ?
PrPC surface inh: -19; TcdB GH inh: -0.6; PfHsp40 yeast: 0.2; CCHFV vOTU inh: 13; BoNT-F LC inh: -1; Anthrax LF prot: -2; FadD28 binding: -1.1; Y pestis TopoI: -6; BoNT-A LC inh2: -0.1

How did O=C(CSc1nnc2c(n1)[nH]c1ccccc12)Nc1ccc(N2CCOCC2)cc1 do in these assays?
PrPC surface inh: -5; TcdB GH inh: 0.7; PfHsp40 yeast: 0.2; CCHFV vOTU inh: 4; BoNT-F LC inh: 3; Anthrax LF prot: 9; FadD28 binding: -2.4; Y pestis TopoI: -15; BoNT-A LC inh2: 0.8

What do the screens show for `O=C(OCCCc1ccncc1)c1ccc(S(=O)(=O)N2CCOCC2)cc1`?
PrPC surface inh: 2; TcdB GH inh: -1.7; PfHsp40 yeast: -1.4; CCHFV vOTU inh: -4; BoNT-F LC inh: -5; Anthrax LF prot: 1; FadD28 binding: -3.6; Y pestis TopoI: 8; BoNT-A LC inh2: -0.9

How did O=c1c2ccccc2ncn1-c1ccc(Cl)c(Cl)c1 do in these assays?
PrPC surface inh: 4; TcdB GH inh: 0.5; PfHsp40 yeast: -0.4; CCHFV vOTU inh: 20; BoNT-F LC inh: 0; Anthrax LF prot: -1; FadD28 binding: -1.9; Y pestis TopoI: -2; BoNT-A LC inh2: -0.1

How did Cc1ccc2nc(-c3ccc(NC(=O)Cc4cccs4)cc3)[nH]c2c1 do in these assays?
PrPC surface inh: 24; TcdB GH inh: -0.7; PfHsp40 yeast: 1.2; CCHFV vOTU inh: -8; BoNT-F LC inh: -9; Anthrax LF prot: 1; FadD28 binding: -2.5; Y pestis TopoI: 5; BoNT-A LC inh2: -1.0

Results for CC1(C)CC(=O)C2=C(C1)Nc1[nH]n(-c3ccccc3)c(=O)c1C2c1ccc2c(c1)OCO2 (stereo not given) ?
PrPC surface inh: 0; PfHsp40 yeast: 0.1; CCHFV vOTU inh: 4; BoNT-F LC inh: 11; Anthrax LF prot: -3; FadD28 binding: -3.3; Y pestis TopoI: 4; BoNT-A LC inh2: -1.4

What do the screens show for `CCc1cc(C)cc(OCCNC(=O)c2cncc(Br)c2)c1`?
PrPC surface inh: -1; PfHsp40 yeast: 2.1; CCHFV vOTU inh: 4; BoNT-F LC inh: 0; Anthrax LF prot: -6; FadD28 binding: -3.2; Y pestis TopoI: 19; BoNT-A LC inh2: 0.5

Results for O=C(Nc1cccnc1)Nc1ccccc1Cl ?
PrPC surface inh: 5; PfHsp40 yeast: 0.5; CCHFV vOTU inh: -2; BoNT-F LC inh: -1; Anthrax LF prot: -3; FadD28 binding: -4.2; Y pestis TopoI: -3; BoNT-A LC inh2: 0.5

Results for O=C(O)c1ccc(S(=O)(=O)N2CCC(Cc3ccccc3)CC2)cc1 ?
PrPC surface inh: 6; TcdB GH inh: -4.4; PfHsp40 yeast: 0.4; CCHFV vOTU inh: 2; BoNT-F LC inh: -1; Anthrax LF prot: -2; FadD28 binding: -1.4; Y pestis TopoI: 3; BoNT-A LC inh2: -0.9

Fetched by compound from the entries so far (two):
Results for Cc1ccc(NC(=O)c2ccc3c(=O)n4c(nc3c2)CCC4)cc1S(=O)(=O)N(C)C ?
PrPC surface inh: 1; TcdB GH inh: -0.1; PfHsp40 yeast: -0.5; CCHFV vOTU inh: 1; BoNT-F LC inh: 3; Anthrax LF prot: -2; FadD28 binding: -13; Y pestis TopoI: 17; BoNT-A LC inh2: -1.9

How did COc1cccc(C(=O)Nc2cccc(-c3ccc(N4CCOCC4)nn3)c2)c1 do in these assays?
PrPC surface inh: 7; TcdB GH inh: 2.2; PfHsp40 yeast: 1.0; CCHFV vOTU inh: -5; BoNT-F LC inh: -13; Anthrax LF prot: 1; FadD28 binding: -4.2; Y pestis TopoI: 6; BoNT-A LC inh2: -1.0

Screens from PubChem BioAssay.

Outcome played no part in choosing rows, and some 2.3% of all compounds hit somewhere here.
